KB-3-1 cytotox = qHTS assay for MDR1-selective chemotherapeutics: Primary screen using the parental adenocarcinoma cell KB-3-1. KB-3-1 viability, CellTiter-Glo ATP luminescence, 72 h. Potency, µM (series often up to 46.1 µM), inactives show top-dose activity change, negative = cytotoxic, actives largely listed as cytotoxic. 400,000 compounds, 1.4% hits. AID 1347075, 2019; also: potency is read from the fitted curve at half-maximal effect; % is scaled to controls: 0 for no effect and ±100 for the full control effect; nearly all actives have a fitted effect of over 60% in size
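Using CellTiter-Glo luminescence, growth of non-resistant KB-3-1 adenocarcinoma cells is assessed 72 h after pin-tool compound addition at 37 °C. Normalized responses across the concentration series yield fitted curves.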
HT1080NT lethal = qHTS for induction of synthetic lethality in tumor cells producing 2HG: qHTS for the HT-1080-NT fibrosarcoma cell line; Potency, µM (top dose mostly 46.1 µM), for inactives: at the highest dose activity, negative = less viability, actives largely listed as cytotoxic; HT-1080-NT fibrosarcoma viability, CellTiter-Glo ATP luminescence, 48 h; 360,000 compounds, 1.6% hits;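 also: NT is the 2HG producing partner of a matched IDH1 knockdown line; potency is read from the fitted curve at half-maximal effect; 0% = DMSO-treated cells and -100% = media-only wells without cells; nearly all actives have a fitted effect of over 55% in size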
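Luminescent CellTiter-Glo readout after 48 hours of compound exposure at 37 degrees C defined viability of HT-1080-NT cells. Activity was normalized to DMSO wells and cell-free media wells; concentration-response curves were fitted and assigned curve classes.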
SW480 rerep = A quantitative high throughput screen for small molecules that induce DNA re-replication in SW480 colon adenocarcinoma cells. SW480 DNA re-replication, Hoechst DNA content imaging, 48 h. AID 624297, 2012. 340,000 compounds, 1.8% hits. Potency, µM (top dose mostly 46.1 µM), for the others: at the top dose re-replication activation, most hits filed as activators; also: potency is read from the fitted curve at half-maximal effect; % of control where 0% means no effect; nearly all actives have a fitted effect of over 55% in size
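Image-based read-out: total Hoechst fluorescence of nuclei (405 nm excitation, 500-530 nm emission), with hits raising the fraction of high-intensity nuclei. SW480 colon cells incubated 48 hr with compounds at 37 C.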
IL1B secr inh = qHTS for Inhibitors of Inflammasome Signaling: IL-1-beta AlphaLISA Primary Screen; THP-1 LPS/ATP IL-1B secretion, AlphaLISA, 16 h; hits give low values; activity change, % at 57.5 µM; 360,000 compounds, 4.7% hits; AID 743279, 2014; in the data active = activity change below about -50%; inconclusive = mostly about -30% to -49%; also: % is scaled to controls: 0 for no effect and ±100 for the full control effect
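THP-1 cells pretreated 1 hr with compounds (up to 57.5 uM final), then stimulated with LPS (250 ng/mL final) plus ATP (1.25 mM final); secreted IL-1B measured by AlphaLISA after 16 hr, decreased signal indicating inhibition.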
HT1080 IDH1KD tx = qHTS for induction of synthetic lethality in tumor cells producing 2HG: qHTS for the HT-1080-IDH1KD cell line. Potency, µM (titrated, usually from 46.1 µM), for inactives: top-dose activity, negative = toxicity, most hits filed as cytotoxic. 360,000 compounds, 2% hits. HT-1080 IDH1 knockdown viability, ATP luminescence, 48 h;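 also: potency is read from the fitted curve at half-maximal effect; 0% = DMSO wells and -100% = cell-free medium wells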
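In this qHTS, HT-1080 cells depleted of IDH1 are exposed for 48 h at 37 °C to compound titrations. Toxicity is scored from CellTiter-Glo luminescence, with DMSO as full viability and medium alone as none.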
MCF10A rereplic = A quantitative high throughput screen for small molecules that induce DNA re-replication in MCF 10a normal breast cells | MCF 10A DNA re-replication, Hoechst nuclear intensity, 48 h | Potency, µM (series often up to 46.1 µM), inactives show at the highest dose activity, positive = re-replication, hits mostly activators | 350,000 compounds, 2.9% hits; also: potency is read from the fitted curve at half-maximal effect; % of control where 0% means no effect; nearly all actives have a fitted effect of over 50% in size
KB-V1 cytotox = qHTS assay for MDR1-selective chemotherapeutics: Primary screen using the drug-selected MDR subline cells KB-V1 | KB-V1 MDR cells viability, CellTiter-Glo, 72 h | Potency, µM (highest dose often 46.1 µM), for inactives: at the highest dose activity change, negative = cytotoxicity, most hits filed as cytotoxic | 400,000 compounds, 3.4% hits | AID 1347076, 2019; also: potency is read from the fitted curve at half-maximal effect; % is scaled to controls: 0 for no effect and ±100 for the full control effect; nearly all actives have a fitted effect of over 60% in size
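KB-V1 cells (P-gp-expressing MDR subline of KB-3-1) in phenol-red-free DMEM with 10% FBS were exposed to library compounds over a concentration series for 72 h at 37 degrees C. Viability read by CellTiter-Glo luminescence; concentration-effect curves fitted after normalization.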
GLP1R cytotox = qHTS of GLP-1 Receptor Inverse Agonists: Cytotox Screen; HEK293 cAMP-luciferase reporter cells, luminescence, 24 h; Potency, µM (titrated, usually from 38.3 µM), for the others: at the top dose activity change, negative = inhibition, hits mostly inhibitors; 410,000 compounds, 0.13% hits;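 also: loss of luciferase light is scored as toxicity; potency is read from the fitted curve at half-maximal effect; % is scaled to controls: 0 for no effect and ±100 for the full control effect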
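MLSMR compounds, 24 hr on cells at 37 deg C/5% CO2; luminescence after luciferase reagent (12 min RT). Inhibition counted as the undesired cytotoxic outcome.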
D3 ag = qHTS of D3 Dopamine Receptor Agonist: qHTS; D3R DiscoveRx beta-arrestin cells, luminescence, 90 min; AID 652048, 2013; D(3) dopamine receptor (Homo sapiens), P35462; 410,000 compounds, 0.58% hits; max activation, %; in the data active = max activation above about 30%; also: 0% is about no effect; mostly tested at two doses, the higher about 12 µM
Target sequence (P35462 whole entry, looked up): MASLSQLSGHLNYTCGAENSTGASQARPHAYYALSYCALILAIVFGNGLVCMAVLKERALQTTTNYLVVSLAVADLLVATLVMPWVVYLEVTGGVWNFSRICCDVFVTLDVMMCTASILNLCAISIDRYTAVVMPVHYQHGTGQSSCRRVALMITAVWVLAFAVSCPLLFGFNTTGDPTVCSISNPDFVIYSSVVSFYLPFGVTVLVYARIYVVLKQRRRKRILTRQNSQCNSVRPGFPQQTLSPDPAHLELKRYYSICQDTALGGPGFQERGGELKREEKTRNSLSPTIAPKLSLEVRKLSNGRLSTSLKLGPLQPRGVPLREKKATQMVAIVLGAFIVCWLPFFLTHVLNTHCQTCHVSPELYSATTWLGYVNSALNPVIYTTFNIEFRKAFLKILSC
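Cells at 1500/well, incubated overnight, then treated with pinned compounds (dopamine as control) for 90 min at 37 degrees C. DiscoveRx reagent added for 30 - 60 minutes at room temperature; luminescence read.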
* marks the source's active call; other numbers are inactive results; & = joins results of further samples; [ ] = another dose, or the depositor's remark. Unless noted, calls follow the shape of the dose curve; as a rule, active = well fitted curve in the direction sought with a large enough effect; inconclusive = small, poorly fitted or top-dose-only effect, or another doubt; inactive = no such curve, though single readings can be large; an effect the other way counts as inactive or inconclusive.

Screening CCCCC[C@@H](C)N1C[C@@H](COCc2ccccc2)Oc2cc(N3CC[C@H](N(C)C)C3)ccc2S1(=O)=O returned KB-3-1 cytotox inconclusive, HT1080NT lethal 21µM*, IL1B secr inh -73*, HT1080 IDH1KD tx inconclusive, KB-V1 cytotox inconclusive, GLP1R cytotox 4% and D3 ag -2.
CCNC(=S)N1CCC(n2cnc3ccccc32)CC1 was read as KB-3-1 cytotox -1%, HT1080NT lethal 11%, SW480 rerep -8%, IL1B secr inh 0, HT1080 IDH1KD tx 9%, MCF10A rereplic 17%, KB-V1 cytotox 6%, GLP1R cytotox -12% and D3 ag 2.
Screening Nc1nc(N)nc(COc2ccccc2)n1 returned KB-3-1 cytotox -9%, HT1080NT lethal -1%, SW480 rerep 13%, IL1B secr inh 18, HT1080 IDH1KD tx -4%, MCF10A rereplic 7%, KB-V1 cytotox 0%, GLP1R cytotox 4% and D3 ag -1.
For CC(=O)C[C@@H](O)CC(=O)[C@@H]1OC(=O)CCCCCc2ccccc21 the results were KB-3-1 cytotox 0%, HT1080NT lethal 10%, SW480 rerep -15%, IL1B secr inh 17, HT1080 IDH1KD tx 13%, MCF10A rereplic -14%, KB-V1 cytotox 0%, GLP1R cytotox 3% and D3 ag 3.
For O=S(=O)(c1cccc2ccccc12)n1nnc2ccccc21 the results were KB-3-1 cytotox 1%, HT1080NT lethal 5%, SW480 rerep -5%, IL1B secr inh 15, HT1080 IDH1KD tx 8%, MCF10A rereplic -1%, KB-V1 cytotox 11%, GLP1R cytotox 5% and D3 ag -1.
CC(=O)c1cc(C#N)c(SCc2ccc([N+](=O)[O-])cc2)nc1C was read as KB-3-1 cytotox -2%, HT1080NT lethal 22%, SW480 rerep 11%, IL1B secr inh -6, HT1080 IDH1KD tx 6%, MCF10A rereplic 0%, KB-V1 cytotox -12%, GLP1R cytotox -10% and D3 ag 6.
`O=C(O)/C=C/C(O)c1ccc(Cl)cc1` (configuration not stated) gave KB-3-1 cytotox 0%, HT1080NT lethal 3%, SW480 rerep inconclusive, IL1B secr inh -25, HT1080 IDH1KD tx -1%, MCF10A rereplic 0%&7%, KB-V1 cytotox 0%, GLP1R cytotox 0% and D3 ag 6&7.
Screening Cn1ccnc1SCC(=O)Nc1ccc(F)c([N+](=O)[O-])c1 returned KB-3-1 cytotox -3%, HT1080NT lethal 6%, SW480 rerep -6%, IL1B secr inh -7, HT1080 IDH1KD tx 13%, MCF10A rereplic inconclusive, KB-V1 cytotox 0%, GLP1R cytotox -15% and D3 ag 12.
`O=C(O)CCN1C(=O)C2C3CC(C2C1=O)C1C(c2ccccc2)c2sc(=O)n(-c4ccccc4)c2SC31` (configuration not stated) gave KB-3-1 cytotox 0%, HT1080NT lethal -16%, SW480 rerep 2%, IL1B secr inh 12, HT1080 IDH1KD tx -13%, MCF10A rereplic 4%, KB-V1 cytotox -3%, GLP1R cytotox 1% and D3 ag -15.
CN1CCN(c2cc(=O)n(C3CCCCC3)c(=O)[nH]2)CC1 was read as KB-3-1 cytotox 20%, HT1080NT lethal 0%, SW480 rerep -6%, IL1B secr inh -10, HT1080 IDH1KD tx -2%, MCF10A rereplic -4%, KB-V1 cytotox -19%, GLP1R cytotox 5% and D3 ag -3.
For CN1C(=O)C(=O)N(c2cccc(C(F)(F)F)c2)C1=O the results were KB-3-1 cytotox 14%, HT1080NT lethal 9%, SW480 rerep 1%, IL1B secr inh 7, HT1080 IDH1KD tx 19%, MCF10A rereplic 0%, KB-V1 cytotox 13%, GLP1R cytotox -7% and D3 ag 3.
`CCN(CC(=O)Nc1ccccc1Br)Cc1nc2ccccc2c(=O)[nH]1` gave KB-3-1 cytotox 8%, HT1080NT lethal -5%, SW480 rerep -4%[9.22 µM], IL1B secr inh -9, HT1080 IDH1KD tx -6%, MCF10A rereplic 9%, KB-V1 cytotox -4%, GLP1R cytotox -24% and D3 ag -2.
Screening CCOc1nc(Nc2ccc(OC)c(Cl)c2)nc(OCC)n1 returned KB-3-1 cytotox -4%, HT1080NT lethal 4%, SW480 rerep 2%, IL1B secr inh -3, HT1080 IDH1KD tx -4%, MCF10A rereplic inconclusive, KB-V1 cytotox -32%, GLP1R cytotox -19% and D3 ag 6.
For CC(C)(C)c1ccc(N2C(=O)CSC2c2cccnc2)cc1 (configuration not stated) the results were KB-3-1 cytotox -18%, HT1080NT lethal 1%, SW480 rerep 10%, IL1B secr inh 13, HT1080 IDH1KD tx -1%, MCF10A rereplic 2.3µM*, KB-V1 cytotox -25%, GLP1R cytotox inconclusive and D3 ag -11.
Screening O=C(NNC(=O)c1n[nH]c(=O)c2ccccc12)c1ccc(Br)cc1 returned KB-3-1 cytotox 27%, HT1080NT lethal 26%, SW480 rerep -45%[inhibitor], IL1B secr inh -4, HT1080 IDH1KD tx 21%, MCF10A rereplic inconclusive, KB-V1 cytotox 11%, GLP1R cytotox -1% and D3 ag -4.

2 records picked at random from those above, as already listed:
Screening Cn1ccnc1SCC(=O)Nc1ccc(F)c([N+](=O)[O-])c1 returned KB-3-1 cytotox -3%, HT1080NT lethal 6%, SW480 rerep -6%, IL1B secr inh -7, HT1080 IDH1KD tx 13%, MCF10A rereplic inconclusive, KB-V1 cytotox 0%, GLP1R cytotox -15% and D3 ag 12.
`O=C(O)/C=C/C(O)c1ccc(Cl)cc1` (configuration not stated) gave KB-3-1 cytotox 0%, HT1080NT lethal 3%, SW480 rerep inconclusive, IL1B secr inh -25, HT1080 IDH1KD tx -1%, MCF10A rereplic 0%&7%, KB-V1 cytotox 0%, GLP1R cytotox 0% and D3 ag 6&7.

Other results follow:
`Cc1ccc(OC(=O)c2ccc3c(=O)n4c(nc3c2)CCC4)cc1` gave KB-3-1 cytotox 2%, HT1080NT lethal -2%, SW480 rerep -4%, IL1B secr inh -1, HT1080 IDH1KD tx 1%, MCF10A rereplic -2%, KB-V1 cytotox 5%, GLP1R cytotox 17% and D3 ag 21.
For Cc1onc(-c2c(Cl)cccc2Cl)c1C(O)c1ccccc1 (configuration not stated) the results were KB-3-1 cytotox 0%, HT1080NT lethal -4%, SW480 rerep -3%, IL1B secr inh 42, HT1080 IDH1KD tx -15%, MCF10A rereplic 8%, KB-V1 cytotox 1%, GLP1R cytotox -1% and D3 ag 1.
CCOCCCNCc1cc(Cl)cc(Cl)c1OCC was read as KB-3-1 cytotox 4%, HT1080NT lethal 30%, SW480 rerep -15%, IL1B secr inh -30, HT1080 IDH1KD tx -3%, MCF10A rereplic 0%, KB-V1 cytotox inconclusive, GLP1R cytotox 2% and D3 ag -4.
`CC(NC(=O)CN(C)S(=O)(=O)c1ccc2c(c1)c(=O)n(C)c(=O)n2C)c1ccccc1` (configuration not stated) gave KB-3-1 cytotox -2%&6%, HT1080NT lethal 1%, SW480 rerep -2%, IL1B secr inh -4, HT1080 IDH1KD tx 1%, MCF10A rereplic 16%, KB-V1 cytotox -22%&2%, GLP1R cytotox 7%&0% and D3 ag 0&-4.
For Cc1cc2oc(C(=O)N(Cc3ccco3)C3CCS(=O)(=O)C3)cc(=O)c2cc1Cl (configuration not stated) the results were KB-3-1 cytotox 0%, HT1080NT lethal 1%, SW480 rerep -12%, IL1B secr inh 15, HT1080 IDH1KD tx -8%, MCF10A rereplic 12%, KB-V1 cytotox inconclusive, GLP1R cytotox 5% and D3 ag -3.
C/C(=N/NC(=O)c1cc2ccccc2cc1O)C1C(=O)c2ccccc2C1=O was read as KB-3-1 cytotox 11%, HT1080NT lethal -22%, SW480 rerep 2%, IL1B secr inh -18, HT1080 IDH1KD tx inconclusive, MCF10A rereplic 1%, KB-V1 cytotox 2%, GLP1R cytotox inconclusive and D3 ag 0.
Screening Cc1ccc(/C=N/n2cc(-c3ccccc3)[nH]c2=S)s1 returned KB-3-1 cytotox 1%, HT1080NT lethal -6%, SW480 rerep 18µM*, IL1B secr inh 11, HT1080 IDH1KD tx 1%, MCF10A rereplic 6%[9.22 µM], KB-V1 cytotox 1%, GLP1R cytotox -15% and D3 ag -11.
`CC1CCCN(CCCOc2ccc([N+](=O)[O-])cc2)C1` (configuration not stated) gave KB-3-1 cytotox 5%, HT1080NT lethal 3%, SW480 rerep -1%, IL1B secr inh -6, HT1080 IDH1KD tx 6%, MCF10A rereplic inconclusive, KB-V1 cytotox -3%, GLP1R cytotox -14% and D3 ag -7.
For Cc1ccsc1/C=N/NC(=O)Cn1nc(C)c([N+](=O)[O-])c1C the results were KB-3-1 cytotox 6%, HT1080NT lethal -6%, SW480 rerep 41%, IL1B secr inh -10, HT1080 IDH1KD tx -2%, MCF10A rereplic inconclusive, KB-V1 cytotox 5%, GLP1R cytotox 2% and D3 ag -5.
CCCCNC(=O)c1onc(CSc2cc(C)ccc2C)c1C(=O)O was read as KB-3-1 cytotox -28%, HT1080NT lethal 6%, SW480 rerep -8%, IL1B secr inh 8, HT1080 IDH1KD tx 4%, MCF10A rereplic -1%, KB-V1 cytotox -10%, GLP1R cytotox 2% and D3 ag 1.
`O=C(COC(=O)c1c[nH]c2ccccc12)NCc1ccccc1` gave KB-3-1 cytotox 0%, HT1080NT lethal 3%, IL1B secr inh -3, HT1080 IDH1KD tx 4%, KB-V1 cytotox 11%, GLP1R cytotox 2% and D3 ag 2.

Assay outcomes (PubChem BioAssay)
